# TexasRed fluor: Total Fluorescence Counterscreen for Inhibitors of the Interaction of Thyroid Hormone Receptor and Steroid Receptor Coregulator 2 | TRb/SRC2 Texas Red total fluorescence interference | Potency, µM (highest dose often 106 µM), inactives show top-dose fluorescence change, negative = quenching | 280,000 tested, 0.29% active | AID 1479, 2009; active means well fitted curve in either direction with a large enough effect; inconclusive means small, poorly fitted or top-dose-only effect; further: on the % scale 0 is the no-effect control and ±100 the full control effect
#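 Flags fluorescent or light-absorbing compounds by total fluorescence, S + 2P, at 555 nm excitation and 632 nm emission. Mixture: 20 nM Texas Red SRC2 peptide, 0.6 uM human TRb LBD, 1 uM T3, 5% DMSO; compound exposure 5 h at ambient temperature.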
# SMN2 splice up: qHTS Assay for Enhancers of SMN2 Splice Variant Expression; HEK293 SMN2-luciferase splicing reporter, luminescence, 30-36 h; Potency, µM (series often up to 46.1 µM), for the others: top-dose activity change, positive = activation, hits mostly activators; 210,000 tested, 2.8% active; AID 1458, 2008; further: % of control where 0% means no effect; nearly all actives have a fitted effect of over 55% in size
#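 HEK293 cells carry an SMN2 minigene-luciferase reporter in which exon 7 inclusion puts luciferase in frame. Cells were seeded at 2000 cells/well, attached for 10-12 hours, then exposed to compounds for 30-36 hours at 37C before ONE-Glo luminescence.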
# ALDH1A1 block: qHTS Assay for Inhibitors of Aldehyde Dehydrogenase 1 (ALDH1A1). Potency, µM (series often up to 75.3 µM), for the others: top-dose activity, negative = inhibition, most hits filed as inhibitors. Purified ALDH1A1, NADH fluorescence, propionaldehyde substrate. Aldehyde dehydrogenase 1A1 (Homo sapiens), P00352. 220,000 tested, 7.3% active; active means well fitted inhibition curve with a large enough effect, not every such curve was filed as active; inconclusive means small, poorly fitted or top-dose-only effect, or another doubt; inactive means no such curve, though single readings can be large or run the other way;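 further: plate controls were no enzyme wells and a reference inhibitor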
# Target sequence (P00352 whole entry, looked up): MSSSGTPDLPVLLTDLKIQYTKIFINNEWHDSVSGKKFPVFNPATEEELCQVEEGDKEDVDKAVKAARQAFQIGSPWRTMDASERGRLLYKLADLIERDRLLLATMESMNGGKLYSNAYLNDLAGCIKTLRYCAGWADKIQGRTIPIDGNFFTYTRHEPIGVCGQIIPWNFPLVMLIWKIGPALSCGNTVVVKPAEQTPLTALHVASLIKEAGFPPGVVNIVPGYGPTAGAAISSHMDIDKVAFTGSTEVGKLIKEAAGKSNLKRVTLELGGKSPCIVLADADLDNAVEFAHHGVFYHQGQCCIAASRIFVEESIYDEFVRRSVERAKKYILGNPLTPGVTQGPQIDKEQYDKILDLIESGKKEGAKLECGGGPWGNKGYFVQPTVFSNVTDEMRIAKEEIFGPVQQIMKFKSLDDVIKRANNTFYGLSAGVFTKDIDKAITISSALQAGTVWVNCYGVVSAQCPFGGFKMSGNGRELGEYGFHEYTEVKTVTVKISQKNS
# KDM4E inh: qHTS Assay for Inhibitors of Human Jumonji Domain Containing 2E (JMJD2E) | Lysine-specific demethylase 4E (Homo sapiens), B2RXH2 | JMJD2E catalytic domain, FDH-coupled NADH fluorescence (FDH is formaldehyde dehydrogenase) | Potency, µM (top dose mostly 57.1 µM), inactives show top-dose activity change, negative = inhibition, hits mostly inhibitors | 230,000 tested, 1.6% active; active means well fitted inhibition curve with a large enough effect, not every such curve was filed as active; inconclusive means small, poorly fitted or top-dose-only effect, or another doubt; inactive means no such curve, though single readings can be large or run the other way;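 further: 0% = wells with enzyme and -100% = buffer wells without enzyme; nearly all actives have a fitted effect of over 50% in size; many of its hits are not listed in these tables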
# RECQ1 helicase: qHTS Assay for Inhibitors of RecQ-Like Dna Helicase 1 (RECQ1) | ATP-dependent DNA helicase Q1 (Homo sapiens), P46063 | RECQ1 DNA unwinding, red fluorescence kinetic read | Potency, µM (doses to about 57.3 µM), for inactives: top-dose activity, negative = inhibition, usual class: inhibitors | 240,000 tested, 0.54% active | AID 2549, 2010;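 further: plate controls were vehicle for no effect and no enzyme for full effect; nearly all actives have a fitted effect of over 30% in size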
#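 50 nM RECQ1T1 preincubated 15 min with compound in Tris pH 8.0 buffer with MgCl2, DTT, Tween-20 and 2.5 ug/ml poly(dI-dC); started with 200 nM TAMRA/BHQ-2 forked duplex and 2 mM ATP. Unwinding read as fluorescence (525/598 nm), two reads 2 h apart.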
# TRb-SRC2 inh: qHTS for Inhibitors of the Interaction of Thyroid Hormone Receptor and Steroid Receptor Coregulator 2. Thyroid hormone receptor beta (Homo sapiens), P10828. TRbeta-SRC2 peptide binding, fluorescence polarization; receptor liganded with 1 µM T3. Potency, µM (top dose mostly 106 µM), for inactives: at the top dose activity change, negative = inhibition, usual class: inhibitors. 280,000 tested, 0.065% active. AID 1469, 2008;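 further: plate controls were bound peptide for no effect and peptide without receptor for full effect; nearly all actives have a fitted effect of over 50% in size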
# Target sequence (P10828 whole entry, looked up): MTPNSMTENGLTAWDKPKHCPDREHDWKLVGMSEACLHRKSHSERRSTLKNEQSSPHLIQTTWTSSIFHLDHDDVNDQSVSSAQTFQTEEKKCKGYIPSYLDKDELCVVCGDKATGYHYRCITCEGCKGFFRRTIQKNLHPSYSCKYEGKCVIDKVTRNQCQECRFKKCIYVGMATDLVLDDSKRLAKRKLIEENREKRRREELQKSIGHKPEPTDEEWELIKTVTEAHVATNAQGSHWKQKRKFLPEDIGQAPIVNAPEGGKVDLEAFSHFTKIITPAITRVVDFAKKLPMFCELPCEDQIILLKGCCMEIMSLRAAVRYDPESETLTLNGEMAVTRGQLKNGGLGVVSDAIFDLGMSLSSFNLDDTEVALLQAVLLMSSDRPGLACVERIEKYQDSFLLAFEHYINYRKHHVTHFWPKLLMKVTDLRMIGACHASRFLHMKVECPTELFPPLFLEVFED
#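 Quantitative HTS by FP: 0.6 uM TRb LBD, 20 nM labeled SRC2 20-mer, 1 uM T3, 5% DMSO; 5 hr ambient incubation; % activity per concentration and potencies from concentration series.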
# GoLoco inh red: qHTS Assay for Inhibitors of RGS12 GoLoco Motif Activity (Red Fluorophore) | Gai1:RGS12 GoLoco peptide FP, rhodamine, 10 min | AID 880, 2007 | 230,000 tested, 0.44% active | Guanine nucleotide-binding protein G(i) subunit alpha-1 (Homo sapiens), P63096 | Potency, µM (doses to about 61.6 µM), inactives show at the top dose activity, negative = inhibition, most hits filed as inhibitors; active means well fitted inhibition curve with a large enough effect, not every such curve was filed as active; inactive means no such curve, though single readings can be large or run the other way; further: on the % scale 0 is the no-effect control and ±100 the full control effect; nearly all actives have a fitted effect of over 30% in size; many of its hits are not listed in these tables
# LMNA splice mod: qHTS Assay for Modulators of Lamin A Splicing; HeLa LMNA splicing GFP/RFP minigene ratio, 48 h; Potency, µM (series often up to 46.1 µM), inactives show at the highest dose ratio change, negative = inhibition, hits mostly inhibitors; 200,000 tested, 0.01% active; AID 1487, 2009; active means well fitted inhibition curve with a large enough effect in the signal ratio, with a control signal flat, not every such curve was filed as active; inconclusive means small, poorly fitted or top-dose-only effect, or effect the other way, or a change in a side signal; the % refers to the signal ratio; further: on the % scale 0 is the no-effect control and ±100 the full control effect
#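 S3 HeLa cells stably expressing lamin A-EGFP splicing minigene plus DsRed2, 600 cells/well, 48 h compound exposure at 37C. Laser-scanning cytometry; analysed as GFP (500-530 nm)/RFP (575-640 nm) total intensity ratio; 0.5% DMSO vehicle.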
# * marks the source's active call; other numbers are inactive results; i = inactive; ? = inconclusive; . = no result given; [ ] = another dose, or the depositor's remark. Unless noted, the call rests on the fitted dose curve; in most records, active means well fitted curve in the direction sought with a large enough effect; inconclusive means small, poorly fitted or top-dose-only effect, or another doubt; inactive means no such curve, though single readings can be large; an effect the other way counts as inactive or inconclusive. Potency means the concentration at half of the fitted maximal effect.
SMILES,TexasRed fluor,SMN2 splice up,ALDH1A1 block,KDM4E inh,RECQ1 helicase,TRb-SRC2 inh,GoLoco inh red,LMNA splice mod
CCCCCCNS(=O)(=O)c1ccc(NC(=O)C2CCCO2)cc1 (configuration not stated),1%,-40%[inhibitor],1%,11%,i,3%,9%,?
CCC(CC)C(=O)c1c[nH]c(C(=O)NN)c1,-1%,-2%,7.9µM*,34%[activator],1%,2%,-4%,14%[46 µM]
O=C(O)C(O)[C@@](O)(Cc1ccc(O)cc1)C(=O)O (some centres not stated),-1%,1%,4%,-11%,i,2%,-4%,.
CCSC(C)CC1C/C(=N/O)c2c(C)noc2C1 (configuration not stated),-2%,.,9%,-2%,i,1%,.,?
CN1C(=O)/C(=C/c2cc(C(C)(C)C)c(O)c(C(C)(C)C)c2)NC1=S,-1%,-18%,?,1%,-4%,0%,15%,.
Cc1ccc(N(CCCCN2C(=O)c3ccccc3C2=O)C(=O)c2ccc(Cl)s2)cc1,-2%,-13%,4%,9%,-5%,-9%,3%,-6%
c1ccc(C2c3c(ccc4ccccc34)Oc3ncn4nc(-c5ccco5)nc4c32)cc1 (configuration not stated),-2%,-19%,11%,0%,-3%,1%,11%,-6%
CCOc1ccc(NC(=O)CS(=O)CC(=O)NC2CCCc3ccccc32)cc1 (configuration not stated),-5%,-7%,6.3µM*,2%,-1%,-1%,1%,15%
CC1=NNC(=O)C1CCC(=O)N/N=C\c1cccc(Cl)c1 (configuration not stated),1%,9%,9%,1%,-3%,-3%,8%,14%[46 µM]
CCn1nc(C(=O)N[C@@H](CCSC)c2nc3ccccc3[nH]2)c2ccccc2c1=O,1%,18%,-2%,0%,-1%,4%,7%,11%
COc1ccc(C(c2nnnn2C2CCCCC2)N2CCN(c3ccccc3F)CC2)cc1 (configuration not stated),2%,-2%,-12%,0%,i,-14%,3%,-9%
CCCCC(=O)NC(Nc1ccc(C)cn1)(C(=O)OCC)C(F)(F)F (configuration not stated),1%,.,-9%,7%,-7%,-3%,.,2%
Cc1ccc(NC(=O)CN2CCc3ccccc3C2)cc1S(=O)(=O)N1CCOCC1,-2%[53 µM],-15%,-6%,-2%,-10%,0%[53 µM],0%,?
CC(=O)Nc1ccc(S(=O)(=O)Nc2nc3ccccc3nc2Sc2nncn2C)cc1,-12%,-9%,?,?,-10%,-8%,4%,-2%
Cc1ccc(CN(C(=O)c2cc3ccccc3oc2=O)C2CCS(=O)(=O)C2)cc1 (configuration not stated),-2%,4%,-16%,?,i,-7%,3%,-1%
COc1ccc(Cl)cc1NC(=S)NN1CCOCC1,-4%,-8%,7%,-3%,i,-4%,4%,.
COc1ccccc1NC(=O)CN1CCN(Cc2ccccc2)CC1,-11%,-14%,10µM*,2%,9%,0%,3%,1%
Cc1cc(=O)oc(C)c1C(=O)NNC(=O)C1(C)CC1Br (configuration not stated),-4%,.,.,5%,-15%,-4%,0%,.
COc1ccccc1C(=O)NC(=S)Nc1cc(C(=O)O)ccc1C,2%,3%,14µM*,2%,-4%,0%,0%,.
Cc1cc2c(cc1[N+](=O)[O-])NC(CNC(C)C)CC2 (configuration not stated),1%,.,.,6%,7%,1%,6%,.
COc1ccccc1NC(=S)NNC(=O)c1nn(C)c(C)c1Cl,-1%,-10%,-8%,14µM*,?,0%,-1%,-1%
CCOC(=O)C1CCCN(C(=O)/C=C/c2ccc([N+](=O)[O-])cc2)C1 (configuration not stated),1%,-1%,-8%,-1%,11%,-17%,4%,-1%
Cc1ccc(-c2nn(-c3ccccc3)cc2/C=N/NC(=O)CSc2nnc(C)n2-c2ccccc2)cc1,1%,?,-2%,-3%,-5%,8%,-10%,?
CCOC(=O)c1ccc(NC(=O)COc2ccc(S(=O)(=O)NC(C)CC)cc2)cc1 (configuration not stated),-4%,-47%[inhibitor],-2%,17%,10%,-29%,-23%,10%
O=C(Cn1nnc(-c2ccccc2F)n1)Nc1ccc(C(=O)N2CCOCC2)cc1,-4%,0%,-1%,-7%,-1%,5%,2%,4%
O=c1[nH]c(CN2CCN(c3ccccc3O)CC2)nc2ccccc12,-8%,-9%,?,0%,-2%,-7%,22%,-1%
CC(C)CN1CCC2(CC1)CCN(C(=O)c1ccco1)CC2,.,-9%,12%,.,-4%,.,6%,.
O=C(c1cc2ccccc2oc1=O)N(Cc1ccccc1)C1CCS(=O)(=O)C1 (configuration not stated),-2%,-6%,?,?,-4%,-1%,4%,-2%
Cc1ccc(Nc2nc(Nc3ccc(C)cc3)nc(SC3=NCCS3)n2)cc1,0%,-19%,-4%,9%,-9%,1%,6%,?
CC(C)=NOc1nc(N(C)C)nc(N2CCOCC2)n1,0%,.,.,1%,2%,4%,-3%,.
Cc1nn(CCC(=O)NNC(=S)Nc2ccccc2)c(C)c1Br,-1%,0%,?,5%,6%,4%,6%,4%
COc1ccc(OCC(=O)Nc2cccc3cccnc23)cc1,0%,-20%,-6%,-4%,-5%,7%,9%,?
Cc1ccnn1C(C)C(=O)O (configuration not stated),-6%,6%,-4%,1%,-4%,-5%,3%,?
O=C(/C=C/c1cccc([N+](=O)[O-])c1)Nc1ccc(NC(=O)c2cccs2)cc1,1%,29%,10%,2%,-5%,7%,0%,-21%
CN(c1ccccc1)S(=O)(=O)c1ccc(C(=O)OCC(=O)NCc2cccs2)cc1,1%,.,.,0%,-3%,-9%,10%,.
Cc1cc(S(=O)(=O)N2CCCC2C(=O)N2CCOCC2)c(C)cc1Cl (configuration not stated),0%,5%,11%,0%,-10%,-3%,2%,-1%
CC(=O)C1=C(C)NC(C)=C(C(C)=O)C1c1cn(-c2ccccc2)nc1-c1cccs1,-3%,28%,7%,-23%,-16%,2%,15%,10%
COc1ccccc1-n1c(SCC(=O)N2CCc3ccccc32)nc2c(c1=O)SCC2,0%,-11%,11µM*,-14%,i,-15%,10%,?
Cc1ccccc1Nc1nnc(C)c(=O)[nH]1,-6%,-9%,-2%,3%,-11%,-2%,-4%,8%
Cc1cc(C)nc(N(C#N)Cc2cccc3ccccc23)n1,-1%,-4%,?,-3%,-12%,7%,5%,?
O=C(CNS(=O)(=O)c1ccccc1)NCC(=O)OCc1ccc(Br)cc1,-3%,.,0%,-5%,-2%,-2%,2%,.
CC(=O)Nc1ccc(S(=O)(=O)NCCc2csc(C)n2)cc1,-2%,-27%,3%,7%,0%,-3%,-2%,-7%
O=C(CCCn1c(SCC(=O)NCCc2ccccc2)nc2ccccc2c1=O)NCC1CCCO1 (configuration not stated),-3%,-32%[inhibitor],2%,-18%,-20%,-5%,0%,?
Cn1c(N)c(C(=O)COC(=O)CC2CC3CCC2C3)c(=O)n(C)c1=O (configuration not stated),-2%,10%,?,5%,-8%,8%,-10%,.
O=C1COc2ccc(C(=O)CSc3nc4ccccc4c(=O)n3-c3ccc(Cl)c(Cl)c3)cc2N1,-1%,-11%,5%,11%,3%,1%,5%,?
Cc1ccc(S(=O)(=O)CC(N)=O)cc1,-1%,18%,16%,-7%,-3%,-4%,-9%,1%
CC(NC(=O)c1ccc(OC2CCN(S(=O)(=O)N(C)C)CC2)cc1)C1CC1 (configuration not stated),0%,.,-9%,-8%,-4%,-1%,8%,-5%[46 µM]
N[C@@H](Cc1ccccc1)C(=O)O,1%[201 µM],-15%[9.22 µM],10%[13.5 µM],-15%,-6%,4%[201 µM],6%[14.2 µM],.
CCCN1Cc2cccc(C(=O)NC(CC(=O)OCC)c3ccc(C)cc3)c2C1=O (configuration not stated),1%,.,13µM*,11%,-7%,4%,2%,.
COC(=O)c1cc(O)c(O)c(O)c1,-1%,4%,-12%,16µM*,-1%,1%,-2%,?
Cn1cccc1C(=O)N1CCC2(CC1)CN(C(=O)Nc1ccccc1)C2,.,-13%,4%,.,-2%,.,0%,.
COc1ccc(C(=O)CNc2ccccc2CO)cc1,-1%,?,14µM*,-5%,i,-4%,4%,5%[46 µM]
Cc1ccc(NC(=O)Cn2ccc([N+](=O)[O-])n2)cc1C,1%,-11%,-5%,10%,i,-8%,-1%,18%[46 µM]
COc1ccc(-c2nc(CS(=O)CC(=O)NC3CCCc4ccccc43)c(C)o2)cc1OC (configuration not stated),-5%,-1%,-14%,?,-10%,-5%,15%,-2%
S=c1ccc2ccccc2[nH]1,0%,3%,25µM*,-4%,-3%,-4%,-6%,.
Cn1cnnc1SCc1ccc(C(=O)N=Nc2c(O)n(Cc3ccc(Cl)cc3)c3ccccc23)cc1,-4%,-7%,?,4%,-14%,2%,0%,?
COc1ccc(C(=O)c2cc([N+](=O)[O-])ccc2N2CCOCC2)cc1,-1%,-22%,-10%,6%,-5%,0%,10%,22%
C=C(C)Cn1c(SCC(=O)NCc2ccco2)nc2sc3c(c2c1=O)CCC3,-4%,-12%,11µM*,-5%,0%,2%,9%,?

# Limited to GoLoco inh red, RECQ1 helicase and TRb-SRC2 inh (2 entries from above):
SMILES	GoLoco inh red	RECQ1 helicase	TRb-SRC2 inh
COc1ccc(-c2nc(CS(=O)CC(=O)NC3CCCc4ccccc43)c(C)o2)cc1OC (configuration not stated)	15%	-10%	-5%
COC(=O)c1cc(O)c(O)c(O)c1	-2%	-1%	1%

# Compound activity as filed in PubChem.

# A portion of the library (hit frequency here may not be typical).
